UPR XBP1 act: activators of adaptive XBP1 UPR arm, primary screen, cell-based, CHO-XBP1 luciferase reporter, luminescence, uHTS. IRE1-XBP1 UPR activation; percent of tunicamycin response, DMSO as zero. hit rate 0.33% among 330,000. activation, % at 20 µM;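 active means versus positive control, 20 µM dose yields 30% or more activation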;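 further: 100% = tunicamycin at 10 µg/mL and 0% = DMSO only wells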
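Test system: CHO-XBP1 luciferase reporter cells | Buffer or medium: Serum-containing F12 medium, 10% FBS | Schedule: 6 h compound exposure at 37 °C, 5% CO2 | Detection: Steady-Glo luciferase glow luminescence, 10 min after reagent addition | Read-out basis: Activation, % of tunicamycin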
Jurkat NFkB inh: inhibitors of induced NF-kB luciferase reporter, primary screen, TCR NF-kB activation inhibitor project, cell-based, luminescence, uHTS; Jurkat, PMA/ionomycin-induced NF-kB luciferase reporter; inhibition, % at 4 µM; AID 435003, 2010; hit rate 0.53% among 330,000; in the data active means inhibition above about 50%
tim10-1 inh: growth inhibitors of tim10-1 mutant yeast, primary screen, luminescence, uHTS; S. cerevisiae tim10-1 ts strain growth, BacTiter-Glo, 24 h; inhibition, % at 20 µM; hit rate 2.2% among 330,000;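 active means inhibition of at least 40%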;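 further: mutant grown at 25 °C; 0% = DMSO wells with yeast and 100% = wells holding no yeast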
tim23-1 inh: growth inhibitors of tim23-1 mutant yeast, primary screen, luminescence, uHTS; S. cerevisiae tim23-1 growth, BacTiter-Glo luminescence, 24 h; inhibition, % at 20 µM; hit rate 1.3% among 330,000; AID 463212, 2010;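 active means growth inhibition of the mutant yeast at or above 50%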;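 further: temperature-sensitive mutant grown at 25 °C; plate controls were DMSO-treated mutant yeast for no effect and medium wells lacking yeast for full effect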
697 NFkB inh: inhibitors of PMA/ionomycin-induced NF-kB reporter, 697 cells, primary screen, B-cell NF-kB inhibitor project, cell-based, luminescence, uHTS | 697 B-cell NF-kB luciferase reporter, 16 h | inhibition, % at 4 µM | hit rate 0.33% among 330,000; in the data active means inhibition above about 35%
UPR CHOP act: activators of apoptotic CHOP UPR arm, primary screen, cell-based, CHO-CHOP luciferase reporter, luminescence, uHTS. UPR activation; percent of tunicamycin response over DMSO baseline. activation, % at 10 µM. hit rate 0.34% among 330,000;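 active means at 10 µM dose, activation of 40% or more, normalized to positive control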;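 further: 100% = tunicamycin at 10 µg/mL and 0% = DMSO alone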
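Test system: CHO CHOP reporter cells. Input: 500 CHO-CHOP cells per well. Medium: F12 with 10% FBS. Technique: luciferase luminescence. Measure: percent activation relative to tunicamycin control. Dosing: 10 µM compound, 0.5% DMSO. Timing: 16-18 h cell attachment, then 6 h compound exposure, 37 °C.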
TIM10 inh: growth inhibitors of isogenic TIM10 control yeast, primary screen, counter-screen for tim10-1 yeast inhibitor project, luminescence, uHTS. S. cerevisiae TIM10 strain growth, BacTiter-Glo luminescence, 24 h. inhibition, % at 10 µM. hit rate 1.4% among 330,000. AID 463195, 2010;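 active means inhibition of 40% or more at the single tested concentration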;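 further: wild-type TIM10 isogenic control strain grown at permissive 25 °C; 0% = DMSO yeast wells and 100% = minimal medium wells without yeast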
Mdm2-MdmX inh: inhibitors of human Mdm2-MdmX association, primary screen, cell-based, luminescence, split luciferase, SaOS-2, uHTS; Protein Mdm4 (Homo sapiens) + E3 ubiquitin-protein ligase Mdm2 (Homo sapiens), …; SaOS-2 split-luciferase Mdm2/MdmX complementation; inhibition, % at 8 µM; hit rate 3% among 330,000;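 active means inhibition of at least 50% at 8 µM in the primary screen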
* = called active by the depositor.

Start of the data: the first 6 compounds, ahead of the listing:
Each structure is followed by: UPR XBP1 act, Jurkat NFkB inh, tim10-1 inh, tim23-1 inh, 697 NFkB inh, UPR CHOP act, TIM10 inh, Mdm2-MdmX inh
- CCOC(=O)c1ccccc1NC(=O)c1c(O)[nH]c(=O)[nH]c1=O
    -4, 4, 7, 10, 2, 1.1, -6, 24
- Cn1cc(C=C(C#N)C#N)c2ccccc21
    -5, 1, 2, -4, 4, 0.4, 7, -20
- COCCCn1c(N)c(C(=O)Nc2ccccc2)c2nc3ccccc3nc21
    5, 10, 48*, 40, 31, 0.5, 17, 48
- CN(CC1COc2ccccc2O1)c1nc(-c2cccnc2)nc2ccccc12 (configuration not stated)
    3, -40, 17, 10, -34, 7.3, -25, 14
- CC(=O)Nc1ccc(C(c2c(O)c3ccccc3oc2=O)c2c(C)n(C)n(-c3ccccc3)c2=O)cc1 (configuration not stated)
    -2, -1, 3, 3, -2, -0.1, 0, 2
- O=C1CC(=O)N(c2cccc(Br)c2)C(=O)N1
    1, -12, 10, 14, -4, -1.2, -8, -36

The whole of this part, from the start:
Each structure is followed by: UPR XBP1 act, Jurkat NFkB inh, tim10-1 inh, tim23-1 inh, 697 NFkB inh, UPR CHOP act, TIM10 inh, Mdm2-MdmX inh
- CCOC(=O)c1ccccc1NC(=O)c1c(O)[nH]c(=O)[nH]c1=O
    -4, 4, 7, 10, 2, 1.1, -6, 24
- Cn1cc(C=C(C#N)C#N)c2ccccc21
    -5, 1, 2, -4, 4, 0.4, 7, -20
- COCCCn1c(N)c(C(=O)Nc2ccccc2)c2nc3ccccc3nc21
    5, 10, 48*, 40, 31, 0.5, 17, 48
- CN(CC1COc2ccccc2O1)c1nc(-c2cccnc2)nc2ccccc12 (configuration not stated)
    3, -40, 17, 10, -34, 7.3, -25, 14
- CC(=O)Nc1ccc(C(c2c(O)c3ccccc3oc2=O)c2c(C)n(C)n(-c3ccccc3)c2=O)cc1 (configuration not stated)
    -2, -1, 3, 3, -2, -0.1, 0, 2
- O=C1CC(=O)N(c2cccc(Br)c2)C(=O)N1
    1, -12, 10, 14, -4, -1.2, -8, -36
- CCOc1cc(/C=C2/C(=O)NC(=O)N(c3ccc(CC)cc3)C2=O)ccc1OC(=O)c1cccs1
    2, -3, 28, 17, 16, 0.6, 26, 11
- CC1CCN2c3nc4ccccn4c(=O)c3CC3(C(=O)N(C)C(=O)N(C)C3=O)C2C1 (configuration not stated)
    2, -7, 17, 24, 0, -2.1, 13, -12
- COC(=O)c1ccc(NC(=O)NC(=O)Oc2ccccc2)cc1
    -2, 5, -21, 0, 8, 1.0, 8, -6
- O=C(c1cc([N+](=O)[O-])ccc1N1CCNCC1)N1CCOCC1
    0, -15, 6, 15, 10, 0.1, 2, -7
- CCOC(=O)C1(c2ccccc2)CCN(CC(=O)Nc2cccc3ccccc23)CC1
    -3, -19, -14, 23, 2, 0.4, -18, -8
- O=C(N/N=C/C1C(=O)NC(=S)N(c2ccccc2)C1=O)c1cc(Br)c(O)c(Br)c1 (configuration not stated)
    -1, 14, 16, 9, 9, -1.3, -6, 19
- Cn1c(O)c(C(=O)c2ccccc2)c(=O)n(C)c1=O
    -1, 6, 7, 1, 17, -1.1, 5, -13
- CCN(CC)CCNCc1nc2ccccc2c(=O)n1-c1ccc(F)cc1
    -2, 1, -3, -2, -11, 1.2, 4, 22
- CCOP(=O)(OCC)c1cc(CC)ccc1O
    0, 2, -8, -7, 18, -1.0, -7, 23
- O=c1c2ccccc2nc(-c2ccco2)n1-c1ccc(Br)cn1
    0, -6, 17, 29, 2, -2.2, 6, 0
- CCOP(=O)(OCC)C(NC(=O)C(Cl)Cl)C(Cl)(Cl)Cl (configuration not stated)
    1, 10, 7, -2, 14, 0.7, 5, 14
- Cc1ccc(-c2cc(-c3ccccc3)cc(-c3ccccc3)[n+]2-c2ccccc2)cc1
    -4, 54*, 24, 21, -12, 29, 41*, 96*
- CC1CN(C(=O)CCC(=O)N2CCC3(CC2)OCCO3)c2cc(Cl)ccc2O1 (configuration not stated)
    2, -8, 8, -4, -13, 0.7, 9, 18
- O=C(c1ccc(N2CC3CC(C2)c2cccc(=O)n2C3)c([N+](=O)[O-])c1)N1CCCC1 (configuration not stated)
    -1, 0, 17, -2, 15, 0.9, -8, -3
- Cc1cc(N(CCCl)CCCl)ccc1/C=N/NC(=O)c1ccco1
    2, -12, 26, 44, -46, 2.5, 27, 17
- Cc1ccc(S(=O)(=O)Nc2cc(C(=O)N3CCC4(CC3)OCCO4)ccc2N2CCCCC2)cc1
    0, 12, 26, 30, -5, -1.4, 23, 10
- CCCNc1oc(-c2cccc3ccccc23)nc1C#N
    4, -33, 8, 17, 9, 3.5, 8, -59
- C/C(=N\NC(=O)c1ccccc1)c1c(O)n(C2CCCCC2)c(=O)[nH]c1=O
    -2, -3, 1, -15, 3, 2.4, 4, 3
- CCN(CC)CCN=C(C)c1c(O)n(-c2ccccc2OC)c(=O)[nH]c1=O
    4, -26, -22, 15, 0, -0.4, -6, 2
- CN(C)P(=O)(C(Cl)=C(N1CCCCC1)N1CCCCC1)N(C)C
    -1, -17, 14, 7, 41*, -0.6, 14, -1
- COc1cc2[nH]c(=S)n(-c3ccccc3)c(=O)c2cc1OC
    1, 10, 8, -5, 3, 0.3, 11, 10
- O=c1c2ccccc2[nH]c(=S)n1-c1cccnc1
    1, 0, 6, -2, 4, 0.0, -2, -1
- Cc1cc(OCC(=O)N2CCC(C(=O)O)(c3ccccc3)CC2)c2c(C)c(C)c(=O)oc2c1
    -5, -15, -6, -1, 9, -1.8, 3, 1
- O=C(CN1C(=O)CCSc2ccccc21)N1CCC2(CC1)OCCO2
    -1, 3, 9, -9, 3, -0.2, -4, -7
- CCCCCn1c(=O)c(C(=O)NCc2ccco2)c(O)c2ccccc21
    2, 5, 8, 35, 17, 2.0, 26, 5

Bioassay records as filed in PubChem BioAssay.

The list is partial, so the mix of outcomes need not match the whole.
